rCAG RNA binder: binds r(CAG) RNA repeats; AID 651821; inhibition, % at 3 µM; actives 1.3% (n = 370,000); r(CAG) RNA repeat, TO-PRO-1 dye displacement fluorescence;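 active means inhibition above the plate cutoff, the mean of all test compounds on that plate plus 3 SD, cut at about 35% in these data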;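 further: 0% = DMSO alone and 100% = 100 µM mitoxantrone as full dye displacement; higher means more dye released from RNA so lower well fluorescence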
TCR CD3 inh: blocks the human TCR-CD3 interaction | TAMRA-labeled TCR probe fluorescence, biochemical | inhibition, % at 9.4 µM | actives 0.37% (n = 360,000) | AID 651800; in the data active means inhibition above about 19%;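 further: recombinant mutant TCR 2C K166C tagged with TAMRA read by polarization; 0% = receptor in buffer alone and 100% = receptor with positive control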
PG9 Ab binder: binds the HIV-1 gp120 antibody PG9. inhibition, % at 6.7 µM. actives 0.43% (n = 360,000). TR-FRET gp120-PG9 antibody binding. AID 624416; in the data active means inhibition above about 8.5%
Rev-erbA mod: modulators of human Rev-erb alpha DNA binding. P20393. actives 0.79% (n = 370,000). activity, % at 10 µM. Rev-erbα–FITC-DNA binding, fluorescence polarization, 90 min. AID 1259318;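 active means activity above about 14%, limit read from the data; passing the limit was not always enough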;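 further: 0% = DMSO wells with 35 nM protein and 100% = DMSO wells with 750 nM protein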
LEDGF integ inh: blocks HIV-1 LEDGF/p75-dependent DNA integration. AID 743269. TR-FRET IN-LEDGF/p75 DNA integration, Eu/Cy5. actives 0.64% (n = 370,000). inhibition, % at 3.7 µM;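 active means inhibition above the screen-wide mean plus 3 SD, cut at about 13% in these data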;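 further: signal is the Cy5 over europium emission ratio at 671 and 618 nm; 0% = plate median of compound wells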
UHRF1 binding: blocks human UHRF1 binding to methylated DNA | actives 0.75% (n = 370,000) | AID 687016 | UHRF1 binding to methylated oligo, TR-FRET | inhibition, % at 4.4 µM | Q96T88; in the data active means inhibition above about 21%;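 further: UHRF1 SRA domain binding a hemimethylated CpG hairpin DNA probe; 0% = median of test compound wells and 100% = reference inhibitor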
PRMT1 FP inh: blocks human protein arginine methyltransferase 1; inhibition, % at 2.79 µM; AID 652257; Q99873; actives 1.3% (n = 370,000); recombinant PRMT1, activity-based probe fluorescence polarization;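 active means inhibition above about 21% made by adding two undisclosed values, limit read from the data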
mABHD4 FP: inhibits mouse alpha/beta hydrolase domain 4 | purified mABHD4, FP-Rh probe fluorescence polarization | actives 0.54% (n = 370,000) | inhibition, % at 8.92 µM | AID 720543;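 active means inhibition exceeding the mean over every tested compound plus 3 SD, cut at about 30% in these data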;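 further: 0% = plate median of compound wells and 100% = S159A mutant with DMSO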
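Doses – 8.92 µM, single dose · Material – wild-type mouse ABHD4 protein · Replication – single well per compound (singlicate) · Measure – percent inhibition of probe binding, normalized to plate controls · Schedule – 45 min compound pre-incubation plus 60 min probe step, 25 °C · Detection – fluorescence polarization with parallel and perpendicular emission, 525/598 nm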
MBD2 DNA inh: blocks human MBD2 binding to methylated DNA | Q9UBB5 | TR-FRET, MBD2 binding to methylated oligonucleotide | inhibition, % at 4.4 µM | actives 0.31% (n = 370,000) | AID 686964; in the data active means inhibition above about 13%
Target sequence (Q9UBB5 whole entry, looked up): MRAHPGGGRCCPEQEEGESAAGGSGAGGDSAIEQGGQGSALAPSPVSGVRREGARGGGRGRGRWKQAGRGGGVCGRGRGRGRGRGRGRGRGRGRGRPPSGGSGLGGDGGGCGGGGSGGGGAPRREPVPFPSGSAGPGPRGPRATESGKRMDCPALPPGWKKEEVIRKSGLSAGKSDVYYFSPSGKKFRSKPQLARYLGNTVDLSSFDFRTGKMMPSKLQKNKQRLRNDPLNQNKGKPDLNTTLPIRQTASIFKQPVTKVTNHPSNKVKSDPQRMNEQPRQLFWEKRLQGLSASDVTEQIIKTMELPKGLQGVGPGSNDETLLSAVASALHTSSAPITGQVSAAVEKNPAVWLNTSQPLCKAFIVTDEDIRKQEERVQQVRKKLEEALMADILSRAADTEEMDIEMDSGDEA
HTRA1 inhibitor: blocks human HTRA1 serine peptidase; inhibition, % at 5.96 µM; recombinant HTRA1, FP-rhodamine activity-based probe, fluorescence polarization; Q92743; actives 0.5% (n = 340,000); in the data active means inhibition above about 36%;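 further: 0% = enzyme with DMSO and 100% = wells lacking enzyme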
Target sequence (Q92743 whole entry, looked up): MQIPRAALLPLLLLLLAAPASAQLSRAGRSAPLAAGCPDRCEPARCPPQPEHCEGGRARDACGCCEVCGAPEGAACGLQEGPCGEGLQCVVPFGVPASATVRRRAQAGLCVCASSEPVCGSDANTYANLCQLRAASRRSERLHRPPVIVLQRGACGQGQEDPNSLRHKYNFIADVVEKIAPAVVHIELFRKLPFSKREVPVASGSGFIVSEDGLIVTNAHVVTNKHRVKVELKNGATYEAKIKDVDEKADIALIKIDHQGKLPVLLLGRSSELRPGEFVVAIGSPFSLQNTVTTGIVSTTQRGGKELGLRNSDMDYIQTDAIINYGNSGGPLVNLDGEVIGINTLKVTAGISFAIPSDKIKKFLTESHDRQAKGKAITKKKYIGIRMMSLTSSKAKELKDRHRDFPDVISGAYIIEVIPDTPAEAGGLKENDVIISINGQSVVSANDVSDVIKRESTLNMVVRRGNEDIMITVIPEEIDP
The depositor's hits bear a star; x = no result given. This is a subset; count on the stated rates, not on these rows.

compound,TCR CD3 inh,mABHD4 FP,PRMT1 FP inh,HTRA1 inhibitor,Rev-erbA mod,MBD2 DNA inh,rCAG RNA binder,UHRF1 binding,PG9 Ab binder,LEDGF integ inh
COc1ccc(NC(=O)C2CCCN2C(=O)NCc2ccccc2)cc1 (configuration not stated),-8,4,1,3,0,-1,1,3,-1.4,0
Cc1ccc(SCC(=O)N2CCCC2)cc1,-3,-5,1,4,3,-3,-1,5,0.9,-2
CN(C)c1ccc(/C=C2\N=C(c3ccc(Cl)c([N+](=O)[O-])c3)NC2=O)cc1,-14,-28,1,-3,-10,3,6,9,-0.7,1
COc1ccc(Cl)cc1-c1n[nH]c(=S)o1,1,-3,8,4,3,-3,5,2,37*,6
COc1cc(NC(=O)c2nccnc2C(=O)O)cc(OC)c1,0,16,-2,13,-5,3,6,1,-0.2,6
O=C(CSc1ccc(-c2ccco2)nn1)NCc1ccc2c(c1)OCO2,10,0,2,-1,-2,-4,2,-5,5.0,-1
Cc1ccccc1N1CCN(C2CCCN(C(=O)CCN3CCCCC3=O)C2)CC1 (configuration not stated),0,-4,-5,1,-2,1,-6,24*,2.9,4
Cc1ccc(C(=O)C[n+]2ccc(-c3nnc4n3CCC4)cc2)cc1,-4,9,2,9,3,-4,3,2,-2.1,2
COc1ccc(OC)c(-n2cc3c(=O)n(C)c(=O)n(C)c3c2)c1,3,10,2,2,2,0,3,-2,0.2,1
CC(C)C1Oc2ccccc2N(CC(=O)N(Cc2ccncc2)Cc2ccco2)C1=O (configuration not stated),3,-2,0,-1,8,0,-5,-2,1.0,1
CC1(C(=O)NS(=O)(=O)c2ccc(F)cc2F)CCN1C(=O)c1ccccc1CCc1ccccc1 (configuration not stated),2,-1,1,x,5,3,51*,1,1.8,4
O=C(NNc1nc2ccccc2o1)c1ccccc1,7,6,-4,x,3,-8,6,-1,-0.8,0
CCc1nnc(NC(=O)c2ccc(COc3ccccc3Cl)o2)s1,-2,3,1,-5,5,-1,1,28*,2.0,-3
Cc1n[nH]c(=S)n1/N=C/c1ccccc1OCc1ccc(Cl)cc1,4,-10,9,-54,1,2,16,-1,-2.0,9
COCCn1c(C)nnc1SCC(=O)NNC(=O)c1ccc(Br)cc1,-11,7,7,12,8,2,-2,-2,0.3,-2

Next part.
compound,TCR CD3 inh,mABHD4 FP,PRMT1 FP inh,HTRA1 inhibitor,Rev-erbA mod,MBD2 DNA inh,rCAG RNA binder,UHRF1 binding,PG9 Ab binder,LEDGF integ inh
CCCCC(=O)Nc1ccc(N2CCN(S(C)(=O)=O)CC2)cc1,4,2,4,5,-4,4,-2,14,-2.1,-3
CCOC(=O)CC[C@H](NC(=O)Cn1cnc(C(=O)Nc2ccc(C)c(C)c2)n1)C(=O)OCC,-7,-5,3,1,3,0,-3,0,-0.4,2
CC[C@]12c3[nH]c4cc(-c5ccco5)ccc4c3CCN1C(=O)[C@@H](CC(=O)NCCN1CCOCC1)C[C@@H]2C(=O)N1CCN(C(=O)C2CC2)CC1,2,2,0,5,3,-7,4,1,-0.9,5
COc1ccccc1N1CCN(C2CCN(C(=O)c3cc(OC)c(OC)c(OC)c3)CC2)CC1,8,15,-1,4,7,3,0,0,-0.9,-4
O=C(O)COc1ccccc1/C=N/NC(=O)CSc1nnc(-c2ccc(Cl)cc2)n1C1CCCCC1,-3,4,0,-10,-4,-4,16,3,1.7,2
COc1ccc(C(=O)/C=C/c2cn(CC(O)CN3CCN(C)CC3)c3ccccc23)cc1OC (configuration not stated),-5,6,-8,4,7,-11,-28,-20,-6.9,0
C[C@H](CO)N1C[C@H](C)[C@@H](CN(C)S(=O)(=O)c2cccs2)Oc2ccc(NC(=O)NC3CCCCC3)cc2C1=O,-1,-7,0,-10,-5,2,3,1,0.1,-3
Cc1ccc(C(C)C)c(OCC(=O)NNC(=O)CC2OC(=O)c3ccccc32)c1 (configuration not stated),-6,5,1,7,1,-3,-2,-1,-0.2,0
COc1cccc(OC)c1OCCN1CCCC1,0,-2,-2,7,2,-2,-1,-1,-2.1,1
COc1cc(CNCCO)cc(Br)c1OCc1ccccc1,3,-1,-1,1,1,-4,4,-4,-2.2,2
O=C(CSCc1cnn(-c2ccccc2)c1-n1cccc1)NCC1CCCO1 (configuration not stated),3,-8,2,-1,-4,8,-4,5,-1.0,1
Cc1ccc(C(=O)Nc2ccc3nccnc3c2)cc1,7,1,-2,5,0,-2,1,-3,-2.3,-1
O=C(CSc1nc(-c2ccccc2)cs1)N1CCN(C(=O)c2ccco2)CC1,0,2,-1,5,-6,-1,-5,-2,-2.7,1
Cc1ccc(S(=O)(=O)/C(C#N)=C/c2c(N3CC(C)OC(C)C3)nc3ccccn3c2=O)cc1 (configuration not stated),3,0,0,-15,5,0,1,1,-0.9,-2
CC(OC(=O)c1ccccn1)C(=O)Nc1ccc(C(F)(F)F)cc1 (configuration not stated),1,-2,-1,2,0,0,-1,-1,-0.1,1

Twelve entries already listed, arranged by count of non-hydrogen atoms, low to high.
compound,TCR CD3 inh,mABHD4 FP,PRMT1 FP inh,HTRA1 inhibitor,Rev-erbA mod,MBD2 DNA inh,rCAG RNA binder,UHRF1 binding,PG9 Ab binder,LEDGF integ inh
COc1cccc(OC)c1OCCN1CCCC1,0,-2,-2,7,2,-2,-1,-1,-2.1,1
Cc1ccc(C(=O)Nc2ccc3nccnc3c2)cc1,7,1,-2,5,0,-2,1,-3,-2.3,-1
COc1cc(CNCCO)cc(Br)c1OCc1ccccc1,3,-1,-1,1,1,-4,4,-4,-2.2,2
CCCCC(=O)Nc1ccc(N2CCN(S(C)(=O)=O)CC2)cc1,4,2,4,5,-4,4,-2,14,-2.1,-3
CC(OC(=O)c1ccccn1)C(=O)Nc1ccc(C(F)(F)F)cc1 (configuration not stated),1,-2,-1,2,0,0,-1,-1,-0.1,1
O=C(CSc1nc(-c2ccccc2)cs1)N1CCN(C(=O)c2ccco2)CC1,0,2,-1,5,-6,-1,-5,-2,-2.7,1
Cc1ccc(C(C)C)c(OCC(=O)NNC(=O)CC2OC(=O)c3ccccc32)c1 (configuration not stated),-6,5,1,7,1,-3,-2,-1,-0.2,0
Cc1ccc(S(=O)(=O)/C(C#N)=C/c2c(N3CC(C)OC(C)C3)nc3ccccn3c2=O)cc1 (configuration not stated),3,0,0,-15,5,0,1,1,-0.9,-2
COc1ccccc1N1CCN(C2CCN(C(=O)c3cc(OC)c(OC)c(OC)c3)CC2)CC1,8,15,-1,4,7,3,0,0,-0.9,-4
O=C(O)COc1ccccc1/C=N/NC(=O)CSc1nnc(-c2ccc(Cl)cc2)n1C1CCCCC1,-3,4,0,-10,-4,-4,16,3,1.7,2
C[C@H](CO)N1C[C@H](C)[C@@H](CN(C)S(=O)(=O)c2cccs2)Oc2ccc(NC(=O)NC3CCCCC3)cc2C1=O,-1,-7,0,-10,-5,2,3,1,0.1,-3
CC[C@]12c3[nH]c4cc(-c5ccco5)ccc4c3CCN1C(=O)[C@@H](CC(=O)NCCN1CCOCC1)C[C@@H]2C(=O)N1CCN(C(=O)C2CC2)CC1,2,2,0,5,3,-7,4,1,-0.9,5

Following part
compound,TCR CD3 inh,mABHD4 FP,PRMT1 FP inh,HTRA1 inhibitor,Rev-erbA mod,MBD2 DNA inh,rCAG RNA binder,UHRF1 binding,PG9 Ab binder,LEDGF integ inh
Cc1ccc(OCC(=O)N2CCc3ccccc3C2)cc1C,-2,-3,3,3,2,1,0,2,-0.4,-1
CS(=O)(=O)Nc1nc2n(n1)C(c1ccc(F)cc1)CC(c1ccccc1)N2 (configuration not stated),4,-2,0,-3,-2,-4,-1,-1,-0.6,0
O/N=C/c1ccc(OCC(O)COc2ccc(/C=N/O)cc2)cc1,-3,7,3,-5,-3,1,-1,1,1.6,1
C=CCOc1c(Br)cc(/C=N\n2nnnc2N)cc1OC,-1,2,2,1,-2,5,0,0,-0.4,-3
S=C1NC(C23CC4CC(CC(C4)C2)C3)=CC(c2ccc3c(c2)OCO3)N1 (configuration not stated),4,2,1,0,5,0,3,-1,-1.5,-3
COc1cccc(NC(=O)Cc2cn(C)c3ccccc23)c1,-2,2,-1,-5,-1,2,3,2,-0.6,4
O=C(NCCN1C(=O)S/C(=C\c2ccc(OC(F)F)cc2)C1=O)[C@@H]1CCCN1C(=O)c1cccs1,9,-5,1,-5,-5,-5,-3,-3,-0.4,-1
Cc1ccc(-c2ccc(CCC(=O)O)n2-c2cccc(O)c2)cc1,-4,2,7,-7,-1,3,21,3,-1.4,-4
O=C(CN1CCN(Cc2ccccc2)CC1)N/N=C/c1cccnc1,4,7,1,9,0,-7,-5,2,-0.8,-2
Fc1ccccc1NC(=S)Nc1cccnc1,7,2,-1,1,6,3,-1,-4,0.5,-3
COc1cc(OC)cc(C(=O)OCC(=O)NCc2ccc3c(c2)OCO3)c1,3,7,-1,-5,4,-1,1,-3,-2.4,0
CC1CCN(CCCN2C(=O)C3C(C(=O)Nc4ccc(Cl)cc4)C4C=CC3(O4)C2C(=O)NC2CCCCC2)CC1 (configuration not stated),0,-1,-2,-4,-2,-2,6,-1,0.9,0
C=CCOc1cccc(C2c3c(oc4ccc(F)cc4c3=O)C(=O)N2CCCN2CCOCC2)c1 (configuration not stated),4,3,0,1,1,0,3,0,-0.5,-2
Cc1ccc(/C=C/C(=O)OCC(=O)N(C)c2c(N)n(Cc3ccccc3)c(=O)[nH]c2=O)o1,-10,-5,44*,6,4,4,9,3,2.0,7
CC(C)(C)OC(=O)NCc1cc(F)ccc1/C=C/S(=O)(=O)NCc1ccccc1,x,-5,6,x,9,-1,1,-2,x,0
